# CAL PDZ FP-1 = CAL PDZ (human) peptide binding inhibition; AID 602252; inhibition, % at 24.9 µM; purified CAL PDZ, TMR-peptide fluorescence polarization, 1 h; 0.92% of 300,000 active; Q9HD26;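 active = mean inhibition of at least 30% with at least half of replicates also reaching 30%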;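 also: 0% = DMSO neutral control and 100% = excess unlabeled competitor peptide PRC23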
# C-LANA FP = blocks KSHV LANA C-terminal domain binding to DNA; 0.078% of 340,000 active; MBP-C-LANA/FAM-LBS DNA binding, fluorescence polarization; inhibition, % at 9 µM;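 active = highest replicate inhibition at or above 60% at 9 µM, even if other replicates fall short; inactive = all replicates below 60% inhibition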;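 also: 0% = neutral control wells and 100% = 4 µM acridine orange control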
# cardiac RTF act = cardiac RTF calcium sensitization; activation, % at 7.2 µM; P19429+P45379; AID 493008; 0.24% of 340,000 active; IANBD-labeled TnC RTF fluorescence at EC20 calcium; 0% EC20 calcium, 100% full calcium;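 active = activation above the mean over all tested compounds plus 3 SD, cut at about 30% in these data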;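 also: rise in fluorescence read as greater calcium sensitivity of cardiac thin filaments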
# Rtt109 HAT inh = inhibitors of Candida albicans Rtt109/Vps75 histone acetyltransferase. Q5AAJ8. purified Rtt109/Vps75, ThioGlo CoA-SH fluorescence, 4 h. inhibition, % at 34.9 µM. 0.16% of 330,000 active. AID 540336;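 active = inhibition of at least 50% in every replicate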
# Target sequence (Q5AAJ8 whole entry, looked up): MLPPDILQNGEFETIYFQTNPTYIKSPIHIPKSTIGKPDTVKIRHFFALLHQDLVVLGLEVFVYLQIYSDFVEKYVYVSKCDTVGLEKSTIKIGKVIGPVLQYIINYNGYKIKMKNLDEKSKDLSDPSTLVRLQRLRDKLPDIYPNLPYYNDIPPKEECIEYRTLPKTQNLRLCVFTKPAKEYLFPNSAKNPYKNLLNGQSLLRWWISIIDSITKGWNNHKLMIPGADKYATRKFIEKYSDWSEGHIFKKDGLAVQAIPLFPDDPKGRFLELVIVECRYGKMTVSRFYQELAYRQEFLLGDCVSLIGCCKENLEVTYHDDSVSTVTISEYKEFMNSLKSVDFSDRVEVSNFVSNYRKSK
# Keap1 Nrf2 FP = disrupts human Keap1 binding to Nrf2 peptide; Q14145; Keap1 Kelch-Nrf2 peptide fluorescence polarization, 1536-well; inhibition, % at 9.4 µM; 0.15% of 340,000 active; AID 504523; in the data active = inhibition above about 12%;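 also: human Keap1 Kelch domain with fluorescein labeled Nrf2 9mer peptide probe; 0% = neutral control wells and 100% = peptide positive control; higher means more block of Keap1 binding to Nrf2 peptide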
# CAL PDZ FP-2 = blocks peptide binding to human CAL PDZ domain. 0.02% of 330,000 active. purified CAL PDZ, TMR-peptide fluorescence polarization, 1 h. AID 504414. inhibition, % at 20 µM;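 active = highest replicate inhibition of at least 40%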;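 also: plate controls were DMSO neutral control wells for no effect and unlabeled competitor peptide control wells for full effect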
#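 Test system: tagged CAL PDZ domain / Buffer or medium: sodium phosphate/NaCl buffer pH 7.4 with TCEP, IgG, Thesit / Reagent: TMR-labelled reporter peptide T*-PRC34 bound in PDZ groove / Compound dosing: single point, 20 µM / Schedule: 1 h incubation at room temperature before polarization reading / Technique: fluorescence polarization (mP) / Benchmarks: unlabelled peptide, DMSO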
# DAGLB inh = blocks human DAGLB lipase activity. 0.059% of 340,000 active. inhibition, % at 5.17 µM. HEK293T DAGLB membrane lysate, EnzChek fluorogenic substrate. Q8NCG7; in the data active = inhibition above about 34%;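 also: 0% = enzyme with vehicle and 100% = wells lacking enzyme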
# Target sequence (Q8NCG7 whole entry, looked up): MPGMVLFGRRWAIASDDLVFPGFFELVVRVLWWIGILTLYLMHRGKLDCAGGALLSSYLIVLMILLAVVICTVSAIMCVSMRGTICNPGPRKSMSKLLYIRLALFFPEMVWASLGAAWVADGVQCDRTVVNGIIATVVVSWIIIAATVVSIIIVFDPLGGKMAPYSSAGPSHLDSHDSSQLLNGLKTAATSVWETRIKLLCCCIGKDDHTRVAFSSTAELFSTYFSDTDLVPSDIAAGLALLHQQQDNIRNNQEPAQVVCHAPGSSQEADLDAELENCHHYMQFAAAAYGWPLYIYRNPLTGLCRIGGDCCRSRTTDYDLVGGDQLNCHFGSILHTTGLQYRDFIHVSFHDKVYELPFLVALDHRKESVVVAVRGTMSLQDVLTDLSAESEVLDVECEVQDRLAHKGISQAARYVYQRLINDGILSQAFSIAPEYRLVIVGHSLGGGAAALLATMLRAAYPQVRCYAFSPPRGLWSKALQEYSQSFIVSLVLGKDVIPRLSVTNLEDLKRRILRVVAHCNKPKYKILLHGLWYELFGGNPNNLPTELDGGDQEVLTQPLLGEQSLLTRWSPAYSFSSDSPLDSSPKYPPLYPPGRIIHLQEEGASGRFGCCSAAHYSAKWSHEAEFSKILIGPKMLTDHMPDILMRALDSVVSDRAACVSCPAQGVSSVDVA
# RTF Ca sens inh = cardiac RTF calcium desensitization | P19429+P45379 | IANBD-labeled cardiac RTF, Ca2+ fluorescence | inhibition, % at 7.15 µM | 0.12% of 340,000 active | AID 493244;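 active = inhibition above the mean inhibition of all tested compounds plus 3 SD, cut at about 17% in these data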;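 also: assay run at fixed EC70 calcium of 1.6 mM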
# SR-BI uptake up = enhances SR-BI lipid uptake from DiI-HDL | CHO ldlA[mSR-BI] cells, DiI-HDL uptake fluorescence, 3 h; 100 = double the neutral-control signal | activation, % at 12.5 µM | 0.096% of 320,000 active;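 active = mean replicate activation of at least 60% and every replicate at or above 60%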;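 also: 0% = median plate neutral-control signal and 100% = twice that signal; values of inactives mirror those of a sister screen read the other way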
#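 System: LDL receptor-deficient CHO ldlA cells overexpressing murine SR-BI | Timing: 3 h uptake period with compound, 37 °C | Medium: HEPES-buffered (25 mM, pH 7.4) F12 plus 0.5% BSA | Dosing: Single-point compound dose | Signal: Bottom-read fluorescence, 550/595 nm | Read-out: Retained DiI signal reflecting DiI-HDL uptake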
# PKA-R2B activ = activates the human PKA-R2B holoenzyme complex | P22694+P31323 | PKA-R2B holoenzyme dissociation, Cy5-IP20 fluorescence polarization; R2B truncated from residue 108, S112A mutant; 0% DMSO only, 100% 113 µM cGMP | activation, % at 11.4 µM | 0.079% of 340,000 active;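 active = activation above a cutoff set at the mean over all compounds plus 3 SD, cut at about 18% in these data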;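 also: higher means more holoenzyme dissociation and a rise in polarization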
# Starred values were filed as active, the others as inactive; . = not tested or not shown.
SMILES,CAL PDZ FP-1,C-LANA FP,cardiac RTF act,Rtt109 HAT inh,Keap1 Nrf2 FP,CAL PDZ FP-2,DAGLB inh,RTF Ca sens inh,SR-BI uptake up,PKA-R2B activ
CCOc1ccc(N(CC(=O)NC2CCCCC2)C(=O)CNC(=O)c2ccco2)cc1,-2,0.6,-1,4,-1,-1.2,1,4,6,-13
Cc1cccc(Oc2nc(-c3ccccn3)nc3ccccc23)c1,-3,-0.5,1,8,0,-2.5,-7,2,4,8
Cc1ccc(CC(=O)NCc2ccc(Cl)cc2)cc1,-4,-0.9,3,-3,-2,-5.5,-2,-12,11,0
COCCNC(=O)CSc1nnc2c(Cl)cc(Cl)cn12,-5,-1.4,1,1,-6,0.1,4,-4,13,-2
O=C(CN1C(=O)c2ccccc2C1=O)Nc1ccccc1C(=O)NC1CCCCC1,2,0.6,0,1,5,0.2,1,-8,-6,1
Cn1c2c(c(=O)n(C)c1=O)C(c1cc3c(cc1Br)OCO3)CC(=O)N2 (stereo unspecified),.,-0.5,1,-10,3,0.0,3,1,-1,-3
O=C(NN1C(=O)C2C3CCC(O3)C2C1=O)c1ccc(Br)o1 (stereo unspecified),1,0.0,-3,-8,1,-0.7,-8,-9,14,-4
Cc1ccc(NC(=O)CN(C)CC(=O)Nc2ccc(N3CCOCC3)cc2)c(C)c1,3,2.4,-1,1,0,0.1,-2,-4,-3,-4
CC1(C)CC(=O)C2=C(C1)OC(c1ccc(O)cc1)C(C#N)=C2N (stereo unspecified),3,-0.8,3,2,-3,-0.6,2,-16,9,-4
Cc1cc(=O)n2ncnc2n1COCCO,1,-0.2,-7,0,2,.,2,-8,3,-3
Nc1c(Cl)ncnc1N1CCOCC1,-3,0.4,1,.,0,-2.6,0,-1,14,-4
CCOc1ccc(S(=O)(=O)N2CCCCC2)cc1NC(=O)C1=COCCO1,-3,-0.9,-7,24,1,-3.5,-2,-2,-1,-13
Cc1cc(/C=C2\SC(=S)NC2=O)c(C)n1C,-2,-5.0,9,3,-6,-1.3,10,-25,-3,15
COc1ccc(N(C)S(=O)(=O)c2cccc(C(=O)OCC(=O)N3CC(C)CC(C)C3)c2)cc1 (stereo unspecified),-4,5.1,-4,6,-7,1.5,-3,-5,6,-6
CCOc1ccc(S(=O)(=O)N2CCCCC2)cc1NC(=O)CN1C(=O)NC(C)(c2ccc(C)cc2)C1=O (stereo unspecified),-3,-0.8,4,4,-10,-3.1,-4,-12,14,-5
CC1CCN(c2nc(-c3ccncc3)nc3ccccc23)CC1,-2,-0.9,-5,9,-1,-2.3,-1,-14,-80,-5
O=C(CSc1cn(CCNC(=O)c2cccs2)c2ccccc12)NCC1CCCO1 (stereo unspecified),-1,0.5,-2,-9,-2,-0.3,2,-3,-3,10
CCN(Cc1ccncc1)C(=O)c1cc(Br)cc(Br)c1O,.,-1.4,-1,0,2,-0.3,0,0,14,-1
CC(C)CNC(=O)CC(=O)N/N=C/c1cccs1,-2,-1.0,2,-5,-1,-2.3,1,4,39,-1
C#CC(C)(CC)NC(=O)c1cc2nc(C3CC3)cc(C(F)(F)F)n2n1 (stereo unspecified),4,0.7,-5,-7,2,-0.5,-4,-7,.,-3
Cc1ccc(NC(=O)c2cnc3ccccc3n2)cc1C,-2,0.9,6,0,-1,-0.8,-8,2,-27,-2
Cc1cc(CN(C)C(=O)CCc2nnc(Cc3cccc(C(F)(F)F)c3)o2)on1,.,0.0,2,17,-1,0.0,1,1,-9,-1
CN(C)CCCOC(=O)c1cc2ccccc2o1,0,0.1,0,-6,4,0.5,2,0,12,-7
O=C1CSC2(N1)C1CC3CC(C1)CC2C3 (stereo unspecified),-5,-0.3,-9,-8,-3,-0.5,-3,4,-7,-17
O=C(c1ccc(N2CCCC2=O)cc1)N1CCN(c2ccc(Cl)cc2)CC1,.,-0.5,-1,0,-3,-0.6,0,-2,.,-1
CCOC(=O)C1CCN(S(=O)(=O)c2ccc(C(=O)OC)cc2)CC1,-1,-1.1,-1,-1,0,-0.4,0,-13,3,4
CCN(CC)P(=O)(/C(Cl)=C\Nc1c(C)n(C)n(-c2ccccc2)c1=O)N(CC)CC,-1,-1.5,12,10,-3,-0.3,-2,-7,-20,-7
Cc1cc(C)c(NC(=O)C2CC(=O)N(C(C)C)C2)c(C)c1 (stereo unspecified),10,-0.1,-3,-5,-5,-1.1,-6,-9,0,2
Cc1ccc2nc(CCc3nc4ccc(C)cc4[nH]3)[nH]c2c1,-6,0.2,-2,-2,-2,-0.8,0,-3,2,-2
COc1cc(C)ccc1N(CCCN1C(=O)c2cccc3cccc(c23)C1=O)C(=O)c1cccs1,-2,-0.2,4,-4,-2,-0.9,-6,0,24,-3
COc1ccccc1CNC(=O)CN1CCN(Cc2ccc(Cl)cc2)C1=O,.,0.8,10,10,-4,-0.7,-2,-15,-11,-1
Cc1ccccc1NC(=O)c1cc2c(C)nc3ccccc3c2o1,-2,-0.5,0,.,-3,-7.2,-1,-22,-44,-3
COc1ccc(Cc2nnc(NC(=O)Nc3ccccc3)s2)cc1OC,5,1.3,-2,-5,1,-1.6,1,-3,15,-1
CC(C)CCC(O)(CCC(C)C)C(=O)NN1CCCCC1,-1,-3.0,5,6,-3,-1.7,-2,8,-3,0
COCCCNC(=S)Nc1ccc(N2CCCCC2)cc1,1,-0.4,10,1,-3,0.4,-1,2,0,-11
COC(=O)C(Cc1csc2ccc(Cl)cc12)NC(=O)c1ccc(Cl)cc1 (stereo unspecified),10,-0.7,3,-1,-3,-0.9,-7,-3,-22,1
CC1(C)CCCC2=C1CC1C(=O)N(O)C(=O)C1C2 (stereo unspecified),1,-0.2,2,-1,-1,-1.9,2,-6,17,-4
O=C1OCCC1Sc1nc2ccccc2n1Cc1ccccc1 (stereo unspecified),25,-0.9,-3,-3,-1,0.9,3,-1,0,3
CCOC(=O)[C@H]1NN=C(C(=O)OC)[C@@H]1c1ccccc1,-1,-1.9,1,-12,-4,0.5,-1,8,19,2
Cn1nc(C(=O)N2CCOCC2)c2ccccc2c1=O,-3,-1.1,-6,-15,2,-1.2,-1,13,.,-2

# Entries of single compounds from above. Screens in order: CAL PDZ FP-1	C-LANA FP	cardiac RTF act	Rtt109 HAT inh	Keap1 Nrf2 FP	CAL PDZ FP-2	DAGLB inh	RTF Ca sens inh	SR-BI uptake up	PKA-R2B activ
# `COCCNC(=O)CSc1nnc2c(Cl)cc(Cl)cn12` as listed: -5	-1.4	1	1	-6	0.1	4	-4	13	-2
# `COc1ccc(N(C)S(=O)(=O)c2cccc(C(=O)OCC(=O)N3CC(C)CC(C)C3)c2)cc1` (stereo unspecified) as listed: -4	5.1	-4	6	-7	1.5	-3	-5	6	-6
# `O=C(CSc1cn(CCNC(=O)c2cccs2)c2ccccc12)NCC1CCCO1` (stereo unspecified) as listed: -1	0.5	-2	-9	-2	-0.3	2	-3	-3	10
# `Cc1cc(=O)n2ncnc2n1COCCO` as listed: 1	-0.2	-7	0	2	.	2	-8	3	-3
# `CCOC(=O)[C@H]1NN=C(C(=O)OC)[C@@H]1c1ccccc1` as listed: -1	-1.9	1	-12	-4	0.5	-1	8	19	2

# Continuation:
SMILES,CAL PDZ FP-1,C-LANA FP,cardiac RTF act,Rtt109 HAT inh,Keap1 Nrf2 FP,CAL PDZ FP-2,DAGLB inh,RTF Ca sens inh,SR-BI uptake up,PKA-R2B activ
COc1cc(NC(=O)CSc2nnc(-c3cc(C)on3)o2)cc(OC)c1,6,0.2,-1,1,3,-0.5,-3,-8,-1,-15
C/C(CC(=O)Nc1cc(C)ccn1)=N\NC(=O)c1ccc(C(C)(C)C)cc1,6,-0.9,-2,-3,-3,-0.7,-8,-19,-3,3
CC1(NC(=O)C2CCCCC2)CCS(=O)(=O)C1 (stereo unspecified),0,-0.9,0,4,-3,-0.3,2,3,0,10
Cc1cccc(-c2noc(CN(C)C(=O)c3ccco3)n2)c1,-1,0.2,-1,-1,-1,-0.8,0,-9,1,-4
CCCCn1c(NCc2ccc(N(C)C)cc2)nc2ccccc21,4,-1.0,-5,0,2,-2.7,1,0,.,-5
CC(=O)N/C(=C\c1ccccc1)C(=O)OCC(=O)N1CCCCCC1,-3,-3.0,2,5,4,0.4,-4,-3,14,6
CC(=O)NC1C(=O)N(CCN2CCOCC2)c2ccc(C)cc21 (stereo unspecified),64*,1.9,0,-9,0,40,13,-10,21,8
COCCNC(=O)C(OC(=O)c1cccs1)c1ccccc1 (stereo unspecified),-2,-0.4,4,-10,-2,-3.4,-1,-6,20,-10
Cn1c(SCc2nc3ccccc3s2)nnc1-c1cccs1,13,-2.0,6,-1,-4,-0.3,4,1,2,4
Cc1c(Cc2ccccc2)c(=O)oc2c(C)c(OCC(=O)N[C@@H](Cc3ccccc3)C(=O)O)ccc12,-2,3.1,2,22,-2,-2.3,8,2,10,-8
Cc1ccc(C(N)=O)cc1S(=O)(=O)Nc1cccc(C)c1C,-1,0.0,2,.,-1,-2.4,-2,-1,35,-5
CCOC(=O)Cc1csc(NC(=O)COc2ccccc2OCC)n1,2,0.5,-3,8,2,-0.2,-9,-7,18,-10
CCOC(=O)C1CCCN(C(=O)C2CCN(S(=O)(=O)c3cnc[nH]3)CC2)C1 (stereo unspecified),-2,0.1,-3,5,-2,-2.5,2,1,35,-4
CC1CCCCC1NC(=O)COC(=O)c1ccc2c(c1)OCCO2 (stereo unspecified),.,-1.9,-9,-7,1,-0.6,-1,1,16,-13
CCCC(=O)Nc1ccc(S(=O)(=O)Nc2cc(OC)nc(OC)n2)cc1,0,-4.6,-2,2,3,0.9,1,-7,-9,-2
CS(=O)(=O)c1ccc(-c2nnn(CC(N)=O)n2)cc1,.,0.4,-6,2,4,0.1,-1,2,33,-11

# Structures above that bear a hit mark in CAL PDZ FP-1.
SMILES,CAL PDZ FP-1,C-LANA FP,Rtt109 HAT inh,Keap1 Nrf2 FP,CAL PDZ FP-2,DAGLB inh,SR-BI uptake up,PKA-R2B activ
CC(=O)NC1C(=O)N(CCN2CCOCC2)c2ccc(C)cc21 (stereo unspecified),64*,1.9,-9,0,40,13,21,8

# Source: PubChem
